NR1D1 modulator: Rev-erb alpha (human) modulation; Rev-erbα–FITC-DNA binding, fluorescence polarization, 90 min; activity, % at 10 µM; 0.79% of 370,000 active;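 active = activity above about 14%, limit read from the data; passing the limit was not always enough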;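 note: 0% = DMSO wells with 35 nM protein and 100% = DMSO wells with 750 nM protein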
Target sequence (P20393 whole entry, looked up): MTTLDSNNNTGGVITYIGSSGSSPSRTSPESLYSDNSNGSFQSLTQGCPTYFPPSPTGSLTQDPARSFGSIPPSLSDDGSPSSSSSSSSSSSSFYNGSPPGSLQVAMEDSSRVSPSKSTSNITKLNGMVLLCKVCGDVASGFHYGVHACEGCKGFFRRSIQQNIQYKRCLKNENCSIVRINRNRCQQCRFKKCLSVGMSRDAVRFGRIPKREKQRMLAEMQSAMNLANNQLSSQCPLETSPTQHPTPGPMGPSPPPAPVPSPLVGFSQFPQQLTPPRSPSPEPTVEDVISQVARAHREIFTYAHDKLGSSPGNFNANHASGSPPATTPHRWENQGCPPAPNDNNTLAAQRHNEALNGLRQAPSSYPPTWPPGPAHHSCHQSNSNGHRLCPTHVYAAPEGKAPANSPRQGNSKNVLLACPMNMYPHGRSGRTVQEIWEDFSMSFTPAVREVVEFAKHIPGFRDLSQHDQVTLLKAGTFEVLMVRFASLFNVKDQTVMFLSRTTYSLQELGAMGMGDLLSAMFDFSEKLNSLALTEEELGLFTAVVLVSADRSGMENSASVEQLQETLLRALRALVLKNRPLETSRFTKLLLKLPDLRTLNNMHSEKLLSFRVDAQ
An asterisk follows results filed as active.

SMILES	NR1D1 modulator
N#Cc1c(NC(=O)CSc2nnc(-c3ccccc3)o2)sc2c1CCCC2	3.5
CC(=O)Nc1c(I)c(C(=O)O)c(I)c(N(C)C(C)=O)c1I	-1.7
O=S(=O)(Cc1ccccc1)NCc1ccccn1	-4.9
Nc1c(CC(=O)O)cccc1C(=O)c1ccc(Br)cc1	-2.4
O=C(O)CC(S)C(=O)O (centres undefined)	0.2
CCN(CC)c1nc(=S)nc(NC(C)(C)C)[nH]1	-4.7
CCSc1ccccc1C(=O)n1nnc2ccccc21	0.2
Cc1cccc(C)c1NC(=O)c1sccc1SCc1cccc(C(F)(F)F)c1	-4.6
COc1cc(NC(=O)C2CCCO2)c(C(=O)O)cc1OC (centres undefined)	-1.2
O=C(Cn1cnc2c(nnn2-c2ccc(F)cc2)c1=O)NCc1ccco1	-4.4
COc1ccc(-n2cc(-c3ccccc3)c3c(N4CCN(CCO)CC4)ncnc32)cc1	-5.7
CC(/C=N/N1CCN(c2ccccc2)CC1)=C\c1ccccc1	-1.8
C#C[C@]1(O)CCC2C3CCc4cc(OC5CCCC5)ccc4C3CC[C@@]21C (some centres undefined)	2.6
CC(C)(C(=O)c1ccccc1)/[N+]([O-])=C/c1ccc(Br)cc1	-1.0
Cc1cc(C#N)cc(C)c1Oc1nc(Nc2ccc(C#N)cc2)nc(N)c1Br	2.4

Brought forward from above: 2 compounds, followed by the next part.
SMILES	NR1D1 modulator
CC(C)(C(=O)c1ccccc1)/[N+]([O-])=C/c1ccc(Br)cc1	-1.0
Cc1cc(C#N)cc(C)c1Oc1nc(Nc2ccc(C#N)cc2)nc(N)c1Br	2.4
CCOC(=O)c1ccc(NC(=O)CN2CCCCC2)cc1	-6.0
N/C(=N\OC(=O)C1CCCCC1)c1cccnc1	-1.0
COc1ccc(-c2cc(C(=O)Nc3cc(C)n(Cc4ccc(Cl)cc4)n3)no2)cc1OC	6.8
O=S(=O)(O)c1ccccc1O	-2.9
NNC(=O)CCc1ccc(S(=O)(=O)N2CCOCC2)cc1	-1.8
C[C@]12CCC(=O)C=C1CCC1C2[C@@H](O)C[C@@]2(C)C1CC[C@]2(O)C(=O)COC(=O)CCC(=O)O (some centres undefined)	0.1
Cc1occc1C(=O)N/N=C/c1c[nH]c2ccccc12	-6.5
O=S(=O)(NCc1ccccn1)c1ccc(F)cc1	5.9
CC(C)=CCC/C(C)=C/CC/C(C)=C/CCC(=O)OC/C=C(\C)CCC=C(C)C	-0.2
Cc1cc(/C=N\NC(=O)CC(=O)NC2CCCCC2)c(C)n1-c1ccc(Cl)cc1	1.9
Cc1ccc(NC(=O)CCCCCC2NC(=O)NC2C)cc1 (centres undefined)	-3.2
CCOc1ccc(C=NNc2ccc(S(=O)(=O)Nc3ccccc3C(=O)O)cc2[N+](=O)[O-])cc1	5.7
CC(C)C(=O)NC(c1ccccc1Cl)c1c(O)ccc2ccccc12 (centres undefined)	7.6
C=C1C2CCC(C2)C1(C)C (centres undefined)	-1.4
COc1c(C)c2c(c(O)c1C/C=C(\C)CCC(=O)OCCN1CCOCC1)C(=O)OC2	3.9
COc1ccccc1-c1cc(C(=O)N2CCN(c3ccccc3OC)CC2)no1	3.0
CCOC(=O)N1CCN(Cc2nc3c(c(=O)[nH]c(=O)n3C)n2Cc2cc(C)ccc2C)CC1	4.4
CO[C@H]1C[C@H](O[C@H]2[C@H](C)[C@@H](OC3O[C@H](C)C[C@H](N(C)C)[C@H]3OC(C)=O)[C@@H](C)C[C@]3(CO3)C(=O)[C@H](C)[C@@H](OC(C)=O)[C@@H](C)[C@@H](C)OC(=O)[C@@H]2C)O[C@@H](C)[C@@H]1OC(C)=O (some centres undefined)	0.0
Cc1cccc(Oc2ccccc2N)c1	1.0
C=CCSc1n[nH]c(-c2ccc(OCCC)cc2)n1	-5.6
O=C(c1cc2ccccc2oc1=O)N1CCN(C(=O)C2CCCO2)CC1 (centres undefined)	3.1
CC12CCC(C1)C(C)(C)C2=O (centres undefined)	-10.8
CC(C)(C)NC[C@@H](O)COc1nsnc1N1CCOCC1	-0.8
CCn1ncc(C2=NOC(C(=O)Nc3cnn(C45CC6CC(CC(C6)C4)C5)c3)C2)c1C (centres undefined)	4.4
C=CCNc1nnc(Cl)c2ccccc12	2.3
Nc1ccc2nc(SCc3ccc([N+](=O)[O-])cc3)sc2c1	3.1
Cc1ccc(OCn2c(=O)sc3ccccc32)cc1	4.5
CCC1Oc2ccc(Cl)cc2N(CC(=O)O)C1=O (centres undefined)	3.6
O=C(NCC1CCCO1)C1c2ccccc2C(=O)N1C1CCCCCC1 (centres undefined)	-4.0
Cc1cc(C(=O)N2CCN(c3ccccc3)CC2)no1	0.0

Two entries from above, as comma-separated lines.
mol,NR1D1 modulator
CC(C)(C)NC[C@@H](O)COc1nsnc1N1CCOCC1,-0.8
CCn1ncc(C2=NOC(C(=O)Nc3cnn(C45CC6CC(CC(C6)C4)C5)c3)C2)c1C (centres undefined),4.4

(next part)
SMILES	NR1D1 modulator
CCOC(=O)CSc1nnc(CNC(=O)c2cccs2)n1CCc1ccccc1	-5.9
CCO[C@@H](Cc1ccc(OCCc2ccc(OS(C)(=O)=O)cc2)cc1)C(=O)O	-4.2
COc1ccc(CC(NC(C)=O)C(=O)NC2CCN(C(=O)NCc3ccccc3)CC2)cc1 (centres undefined)	3.9
CCCc1ccc(Oc2cc(N3CCOCC3)nc(-c3ccccc3)n2)cc1	4.2
CC(C)c1cc(C(=O)NCc2cccnc2)no1	-0.8
Cc1cccc(N(C(=O)c2cnc3n(c2=O)CCS3)C2CCCCC2)c1	-0.5
O=C(NC1CCCCC1)C1c2ccccc2C(=O)N1Cc1ccco1 (centres undefined)	0.3
CCCN1C(=O)C2(/C(=C(\O)c3ccc4c(c3)OCCO4)C(=O)C(=O)N2CCCOC)c2ccccc21 (centres undefined)	-1.6
COC(=O)CSc1nnc(CNC(=O)Cc2ccccc2)n1-c1ccccc1OC	3.2
CC(=O)OCC(=O)[C@@]1(O)[C@@H](C)CC2C3CCC4=CC(=O)C=C[C@]4(C)[C@@]3(F)[C@@H](O)C[C@@]21C (some centres undefined)	-10.0
Cc1nc2ccc(F)cc2cc1C(=O)NC(C)C	-1.2
COC(=O)c1sccc1NC(=O)c1ccc(Cl)s1	17.4
N#Cc1nc(-c2cccc3ccccc23)oc1NCCN1CCOCC1	7.6
CN1C2CC[C@@H]1CC(OC(=O)[C@H](CO)c1ccccc1)C2 (some centres undefined)	5.3
O=c1cc(N2CCC3(CC2)OCCO3)[nH]c(=O)n1-c1ccc(Cl)cc1	0.6

Sorted by formula weight (largest number first): part of the list above.
SMILES	NR1D1 modulator
CCCN1C(=O)C2(/C(=C(\O)c3ccc4c(c3)OCCO4)C(=O)C(=O)N2CCCOC)c2ccccc21 (centres undefined)	-1.6
COc1ccc(CC(NC(C)=O)C(=O)NC2CCN(C(=O)NCc3ccccc3)CC2)cc1 (centres undefined)	3.9
COC(=O)CSc1nnc(CNC(=O)Cc2ccccc2)n1-c1ccccc1OC	3.2
Cc1cccc(N(C(=O)c2cnc3n(c2=O)CCS3)C2CCCCC2)c1	-0.5
CN1C2CC[C@@H]1CC(OC(=O)[C@H](CO)c1ccccc1)C2 (some centres undefined)	5.3
CC(C)c1cc(C(=O)NCc2cccnc2)no1	-0.8

New compounds follow.
SMILES	NR1D1 modulator
CCn1c(=O)cc(SCC(=O)Nc2ccc3c(c2)OCO3)c2ccccc21	1.3
COC(=O)N1CCN(c2ccc(Cl)c(Cl)c2)CC1	2.5
CCCCNC(=S)NNC(=O)c1csc2ccccc12	-3.3
O=C(NCCN1CCOCC1)C1CCN(c2nc3ccccc3o2)CC1	-0.1
O=C(Cn1c(C(=O)NCc2ccco2)cc2sccc21)c1ccccc1	-0.6
O=C(CCn1c(=S)[nH]c2ccccc2c1=O)NCC1CCCO1 (centres undefined)	-4.6
OC1OC[C@@H](O)[C@H](O)[C@H]1O (some centres undefined)	-2.8
O=C(COc1ccc2ccccc2c1Br)Nc1ncn[nH]1	0.8
CCn1c(CSc2nc3ccccc3[nH]2)n[nH]c1=S	1.4
CCC(C)C1NC(=O)C(CCNCS(=O)(=O)O)NC(=O)C(NC(=O)C(CCNCS(=O)(=O)O)NC(=O)C(NC(=O)C(CCNCS(=O)(=O)O)NC(=O)CCCCC(C)C)C(C)O)CCNC(=O)C(C(C)O)NC(=O)C(CCNCS(=O)(=O)O)NC(=O)C(CCNCS(=O)(=O)O)NC(=O)C(C(C)CC)NC1=O (centres undefined)	2.1
Cc1ccc(Cn2ccc(NC(=O)c3cc(-c4cccc(Cl)c4)on3)n2)cc1	12.0
CCOC(=O)N1CCN(C(=O)C2CCCN(S(=O)(=O)c3ccc(C)cc3)C2)CC1 (centres undefined)	-0.1
CC(C)CCN1C(=O)CCC1(C)C(=O)NC1CCCCCC1 (centres undefined)	0.8
COc1ccc(N(CC(=O)NC2CCCC2)C(=O)Cn2nnc(-c3ccc(F)cc3)n2)cc1OC	-1.2
CC(C)=CCC/C(C)=C/C=C/C(C)=C/C=C/C(C)=C/C=C/C=C(C)/C=C/C=C(C)/C=C/C=C(\C)CCC=C(C)C	1.4
c1ccc(-c2n[nH]c3ccccc23)cc1	-0.2
COc1ccc(-c2ccc(=O)[nH]n2)cc1	0.8
NCC(O)CC(=O)O (centres undefined)	2.0
CC1Cc2ccccc2N1C(=O)CSc1nnc(CNc2ccccc2)o1 (centres undefined)	4.7
CC(C)NC(=O)c1cc(-c2ccco2)on1	2.3
O=C(Cn1c(C(=O)N2CCc3ccccc3C2)cc2sccc21)c1ccccc1	1.2
CN1C[C@H](C(=O)N[C@]2(C)O[C@@]3(O)[C@@H]4CCCN4C(=O)[C@H](Cc4ccccc4)N3C2=O)C[C@@H]2c3cccc4[nH]cc(c34)C[C@H]21	0.3
COc1ccccc1N1CCN(CC(=O)Nc2ccc(CN3CCCCC3)cc2)CC1	-1.8
CO[C@H]1O[C@H](CNC(=O)N(CCCl)N=O)[C@@H](O)[C@H](O)[C@H]1O	-6.3
CCOC(=O)c1c(C)c(C(=O)NCc2ccco2)c(C)n1Cc1ccccc1	2.5
Cc1ccc(C)n1-c1ccc(N2CCOCC2)nc1	1.9
COc1ccc(C)cc1S(=O)(=O)N(CC(=O)Nc1ccc2c(c1)OCCO2)Cc1ccccc1	1.3
C=CCn1c(CCNC(=O)c2ccc(Cl)c(Cl)c2)nnc1SCCOc1ccc(OC)cc1	1.3
CC(C)N=C(N)/N=C(\N)Nc1ccc(Cl)cc1	-7.2
CCCCCn1c(N)c(-c2nc3ccccc3s2)c2c([N+](=O)[O-])nn(C)c(=O)c21	-1.3
Cc1ccc(S(=O)(=O)NCC2CCC(C(=O)O)CC2)cc1 (centres undefined)	5.5
Nc1ncnc2c1ncn2[C@@H]1O[C@H](CO)[C@H](O)C1O (some centres undefined)	2.9
O=C(c1noc2c1CCCC2)N1CCN(c2ccc(F)cc2)CC1	3.1
CS(=O)(=O)Nc1cc2occ(NC=O)c(=O)c2cc1Oc1ccccc1	-1.6
Nc1c(NCCCN2CCOCC2)c2ccccc2oc1=O	0.8
CO/N=C(\C(=O)N[C@@H]1C(=O)N2C(C(=O)OCOC(=O)C(C)(C)C)=C(C)CS[C@H]12)c1csc(N)n1	5.2
CC1(C)CC(=O)C2=C(C1)OC(N)=C(C#N)C2C1CC=CCC1 (centres undefined)	-3.1
NC(=O)COc1ccc2c3c(c(=O)oc2c1)CCCCC3	-4.9
CCOC(=O)C1CCCN(C(=O)C(C)Oc2ccc(Cl)cc2Cl)C1 (centres undefined)	-4.1
CC(=O)NC12CC3CC(C)(C1)CC(NC(C)=O)(C3)C2	2.5
CCOc1ccccc1-c1nc(-c2cccc(Br)c2)no1	4.8
CCC(C)(C)C(=O)Nc1ccc(OC)cc1[N+](=O)[O-]	-3.3
CS(=O)(=O)NCc1ccc(C(=O)NCCOc2ccccc2)cc1	-4.3
Cc1ccc(-n2c(Cc3cccs3)nnc2SCC(=O)Nc2ccc(F)c(F)c2)cc1	1.1
CCCCC(=O)O[C@H]1CCC2C3CCc4cc(O)ccc4C3CC[C@@]21C (some centres undefined)	6.5
C=C1CC[C@H](O)C/C1=C/C=C1\CCCC2(C)C1CCC2C(C)CCCC(C)C (some centres undefined)	6.0
CCOC(=O)c1cccc(S(=O)(=O)N(CCO)Cc2cc3cc(OC)ccc3[nH]c2=O)c1	6.8
Cn1nc(C(F)(F)F)cc1C(=O)NC1CCCCCC1	-2.5
CN(C)c1nc(OCCOC(=O)Nc2ccc(Cl)cc2Cl)nc(N(C)C)n1	0.0
O=C(Nc1ccc2c(c1)OCO2)NC1CCN(Cc2ccccc2)CC1	3.2
Cc1ccc(C(=O)Nc2ccccc2C(=O)NC2CCCCC2)cc1S(=O)(=O)N1CCOCC1	-1.0
O=C(Cc1cccs1)N1CCCC(c2nc3c(nnn3Cc3cccc(Cl)c3)c(=O)[nH]2)C1 (centres undefined)	-0.8
CCOc1ccccc1N(C(=O)c1snc(C(N)=O)c1N)C(C(=O)NCCC(C)C)c1ccco1 (centres undefined)	-0.1
CCCn1c(=S)[nH]c2cc(OC)c(OC)cc2c1=O	1.6
O=C(O/N=C1/CCSc2ccccc21)c1ccc(F)cc1	-4.2
O=C(NCCc1ccc(Cl)cc1)C1CCN(S(=O)(=O)N2CCCCC2)CC1	4.6
CCOC(=O)c1cccc(NC(=O)C2CCN(S(=O)(=O)c3cccs3)CC2)c1	-2.4
COc1ccc(S(=O)(=O)N2CCN(C(=O)c3cccs3)CC2)cc1OC	7.5
Cc1[nH]c(C)c(Cl)c(=O)c1Cl	-2.0
Cc1c(-c2ccccc2)nc2ccccc2c1C(=O)O	6.5
Remaining list, next part
SMILES	NR1D1 modulator
Cc1ccc(C)c(N2CCN(C(=O)Cn3c(=O)oc4cc(S(=O)(=O)N5CCCC5)ccc43)CC2)c1	-6.3
C=C(C)[C@H]1CC=C(C(=O)O)CC1	-0.3
CC(=O)NC(Cc1ccccc1)C(=O)N1CCN(C(=O)c2ccco2)CC1 (centres undefined)	0.4
O=C(CSc1nncn1-c1ccccc1)Nc1cc(Cl)cc(Cl)c1	-3.1
COc1ccccc1CNC(=O)c1ccccc1N	-2.4
CC(=O)OCC(=O)[C@@]1(O)CCC2C3CCC4=CC(=O)C=CC4(C)C3[C@@H](O)C[C@@]21C (some centres undefined)	-8.6

3 of the compounds above, as a markdown table.
| SMILES | NR1D1 modulator |
| --- | --- |
| C=C(C)[C@H]1CC=C(C(=O)O)CC1 | -0.3 |
| CC(=O)NC(Cc1ccccc1)C(=O)N1CCN(C(=O)c2ccco2)CC1 (centres undefined) | 0.4 |
| O=C(CSc1nncn1-c1ccccc1)Nc1cc(Cl)cc(Cl)c1 | -3.1 |

Bioassay records from PubChem.

An excerpt. The share of hits here may be higher or lower than overall.
